# CHRM1 PAM – positive allosteric modulators of human M1 muscarinic receptor. actives 0.088% (n = 360,000). P11229. activation, % at 3 µM. CHO-K1 hM1, Fluo-8 calcium fluorescence, ACh EC20; 0% = ACh EC20, 100% = maximal ACh; in the data active = activation above about 19%, passing the limit was not always enough
# Target sequence (P11229 whole entry, looked up): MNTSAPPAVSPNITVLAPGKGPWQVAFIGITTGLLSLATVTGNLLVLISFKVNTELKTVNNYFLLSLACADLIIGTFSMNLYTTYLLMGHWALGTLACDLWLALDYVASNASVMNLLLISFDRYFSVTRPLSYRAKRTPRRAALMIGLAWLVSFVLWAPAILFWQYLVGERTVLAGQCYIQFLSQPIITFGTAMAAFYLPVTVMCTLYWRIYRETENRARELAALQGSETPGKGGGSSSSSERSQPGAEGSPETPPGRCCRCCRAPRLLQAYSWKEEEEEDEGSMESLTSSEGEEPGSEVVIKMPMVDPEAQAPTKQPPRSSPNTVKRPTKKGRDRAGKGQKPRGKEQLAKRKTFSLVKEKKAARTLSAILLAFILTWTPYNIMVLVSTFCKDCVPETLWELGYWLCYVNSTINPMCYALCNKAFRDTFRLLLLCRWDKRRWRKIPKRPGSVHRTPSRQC
# CHO-K1 Ca antag – counter-screen for M1 antagonists: effect in parental CHO-K1 cells. inhibition, % at 3 µM. actives 0.6% (n = 360,000). ATP-induced calcium, Fluo-8 fluorescence. AID 602250;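 active = inhibition above a per-plate cutoff, the plate's mean sample inhibition plus 3 SD, cut at about 24% in these data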;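 note: 0% = DMSO plus EC80 ATP and 100% = DMSO alone without ATP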
# M1 antag – antagonists of human M1 muscarinic receptor; P11229; CHO-K1 hM1, Fluo-8 calcium fluorescence, ACh EC80 antagonist; inhibition, % at 3 µM; actives 1.3% (n = 360,000); AID 588852;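 active = percent inhibition above its own plate's cutoff, namely the mean of that plate's compound wells plus 3 SD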;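 note: peak over basal fluorescence ratio during 140 s after agonist addition; 0% = ACh EC80 plus DMSO and 100% = DMSO alone without agonist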
# CHO-K1 Ca ag – nonselective activator or artifact in parental CHO-K1 cells. Fluo-8 calcium fluorescence; scaled to maximal ATP response, vehicle zero. activation, % at 3 µM. actives 0.48% (n = 360,000); in the data active = activation above about 15%;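 note: untransfected CHO-K1 host cells lacking M1 receptor as counterscreen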
# CHRM4 agonist – CHRM4 agonism in calcium assay; CHO-K1 hM4/Gqi5, Fluo-8 calcium fluorescence; vehicle 0%, full acetylcholine response 100%; activation, % at 3 µM; P08173; actives 0.14% (n = 360,000);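 active = activation above the run mean over all test wells plus 3 SD, cut at about 32% in these data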;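 note: peak over basal fluorescence ratio per well then scaled between controls; 0% = DMSO wells and 100% = acetylcholine at EC100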
# Target sequence (P08173 whole entry, looked up): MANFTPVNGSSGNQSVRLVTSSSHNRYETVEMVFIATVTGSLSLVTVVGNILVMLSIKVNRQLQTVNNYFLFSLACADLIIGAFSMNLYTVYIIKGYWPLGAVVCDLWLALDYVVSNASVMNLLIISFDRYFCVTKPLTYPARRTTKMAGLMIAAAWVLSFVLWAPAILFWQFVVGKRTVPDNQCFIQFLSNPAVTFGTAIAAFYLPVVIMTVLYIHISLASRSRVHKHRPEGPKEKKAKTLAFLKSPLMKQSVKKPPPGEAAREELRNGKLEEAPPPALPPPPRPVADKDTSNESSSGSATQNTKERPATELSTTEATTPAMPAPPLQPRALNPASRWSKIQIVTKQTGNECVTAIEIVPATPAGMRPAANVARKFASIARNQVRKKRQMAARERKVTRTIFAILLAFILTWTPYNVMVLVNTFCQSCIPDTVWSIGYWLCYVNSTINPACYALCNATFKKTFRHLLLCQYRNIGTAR
# CHO parental Ca – counter-screen: ATP calcium response change in parental CHO cells. inhibition, % at 5.6 µM. parental CHO-K1, ATP-induced calcium, Fluo-8 fluorescence. actives 0.63% (n = 330,000);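 active = inhibition above that plate's mean sample inhibition plus 3 SD, cut at about 26% in these data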;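 note: 0% = ATP-challenged DMSO wells and 100% = DMSO wells without ATP; some compounds past the cut are filed as inactive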
#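 Test system: untransfected parental CHO cell line. Compound: one dose, 5.6 µM nominal. Detection: intracellular calcium via Fluo-8 no-wash fluorescent dye. Measure: % inhibition. Benchmarks: ATP-challenged DMSO wells low, unchallenged DMSO wells high.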
# M4 antag – blocks acetylcholine activation of human M4 receptor; AID 624125; P08173; inhibition, % at 3 µM; actives 0.73% (n = 360,000); CHO-hM4 cells, ACh EC80, Fluo-8 calcium fluorescence;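 active = inhibition above its plate's cutoff, the mean inhibition of sample wells plus 3 SD, cut at about 27% in these data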;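 note: 0% = acetylcholine EC80 with DMSO and 100% = DMSO without agonist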
# OXTR potentiator – potentiates the human oxytocin receptor response | CHO-OTR cells, Fluo-8 calcium fluorescence, potentiator mode; 0% = oxytocin EC15, 100% = EC100 | P30559 | actives 0.061% (n = 320,000) | activation, % at 3 µM | AID 2445;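 active = activation above that plate's cutoff, the mean activation of tested compounds plus 3 SD, cut at about 6.6% in these data, passing the limit was not always enough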;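 note: 100% uses oxytocin at 75 nM as the full agonist control; some results filed as inactive read as strong as hits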
#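 Replication – single well per compound, singlicate · Assay system – CHO cell line stably expressing human OTR · Timing – 6 min pre-incubation, 100 s read · Measure – normalized max/min fluorescence ratio, % activation · Doses – 3.0 µM, one dose · Detection – Fluo-8 calcium dye fluorescence · Probe or stimulus – oxytocin near EC15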
# CHRM1 agonist – activates human CHRM1 receptor; P11229; CHO-K1 hM1, Fluo-8 calcium fluorescence, agonist mode; 0% DMSO, 100% acetylcholine EC100; activation, % at 3 µM; actives 0.33% (n = 360,000); AID 588814;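 active = activation above the run's mean compound activation plus 3 SD, cut at about 16% in these data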;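 note: peak over basal fluorescence ratio within a 140 s kinetic read after compound addition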
# * hit, by the source's call; / = no result given.
SMILES,CHRM1 PAM,CHO-K1 Ca antag,M1 antag,CHO-K1 Ca ag,CHRM4 agonist,CHO parental Ca,M4 antag,OXTR potentiator,CHRM1 agonist
Cc1cc(=O)oc2cc(OCC(=O)NCCCN3CCCC3=O)ccc12,9,-10,-9,0.3,2,1,-13,-3,-4
CCN1CCN(C(=S)NCc2ccc(C)cc2)CC1,6,-5,-2,-0.2,1,-4,-9,-3,-7
Cc1nnc(NC(=O)CCCCCN2C(=O)C3C4C=CC(C4)C3C2=O)s1 (stereo not given),5,7,-6,0.1,0,5,-9,-7,-2
C/C(=N\NC(=O)C(N)=O)c1ccc2c(c1)OCCO2,9,-3,-12,0.6,2,4,-10,-13,-3
CCC1CCCCN1C(=O)CSc1nc2c([nH]c3ccccc32)c(=O)n1C (stereo not given),5,0,-7,2.3,0,-14,1,-3,-7
CC1=C(C(=O)Nc2ccccc2C)C(c2ccccc2)NC(=O)N1 (stereo not given),7,-1,-7,0.1,0,-11,-5,-7,-1
CC(NC(=O)c1ccco1)C1CCCO1 (stereo not given),7,-17,6,0.4,0,-2,0,-5,3
CC(C)C[C@H]1CN([C@@H](Cc2ccc(O)cc2)CN2CCC[C@H]2CN2C(=O)C(=O)NC[C@@H]2Cc2ccc(O)cc2)C(=O)C(=O)N1CCc1ccccc1,/,-14,/,0.8,1,/,-11,/,/
CN1CCN(c2ccc(NC(=O)c3ccc([N+](=O)[O-])o3)cc2Cl)CC1,5,0,-7,2.6,2,17,8,0,-10
COc1ccc(N2CC(C(=O)N3CCN(C)CC3)CC2=O)cc1 (stereo not given),0,-2,-1,0.2,0,-5,3,-5,-3
CCNC(=S)N/N=C(\C)c1cc2ccccc2o1,3,-7,1,0.5,1,-16,-4,-10,-8
CC(Oc1ccc2c3c(c(=O)oc2c1)CCC3)C(=O)NCCN1CCOCC1 (stereo not given),-1,4,2,0.0,1,-1,-6,-6,-1
COc1ccc(-n2nnnc2C(C2CC2)N2CCN(C/C=C/c3ccccc3)CC2)cc1 (stereo not given),-3,-15,-24,2.1,2,/,5,/,-5
COCC(=O)N1CCC(Oc2ccc(C(=O)N[C@H](C(=O)OC)C(C)C)cc2)CC1,1,3,-1,0.2,2,3,17,-9,-1
NS(=O)(=O)c1ccc(CNC(=O)c2ccc(Cl)cc2[N+](=O)[O-])cc1,-5,1,0,0.3,1,-11,2,-8,-2
COc1ccc(OC)c(C(=O)Nc2c(O)ccc3ccccc23)c1,20,-5,-9,-0.7,1,-26,-2,8,-3
COc1ccc(CNC(=O)CN(C)CC(=O)Nc2ccccc2Br)cc1,7,-12,-12,2.2,4,-16,2,-6,-1
Cc1cc(O)c(C2(C(F)(F)F)NCCNC2=O)cc1C (stereo not given),6,7,-2,0.6,-1,-3,2,5,-2
Cn1c(N)c(C(=O)COC(=O)CCCc2c[nH]c3ccccc23)c(=O)n(C)c1=O,4,-7,-11,5.8,8,-4,1,-14,-1
COc1ccc(CN2[C@@H](CC(=O)O)c3ccccc3S2(=O)=O)cc1,3,-9,4,0.6,1,-2,8,-6,-4
CCC(c1nnnn1Cc1ccccc1)N(Cc1ccco1)Cc1cc2cc(OC)ccc2[nH]c1=O (stereo not given),3,-1,-3,1.1,0,-40,6,-10,-5
CN(CCOc1ccc(Cl)cc1)C(=O)CN1C(=O)NC2(CCCC2)C1=O,6,-5,-9,0.5,2,-12,6,0,-5
Cn1cc(S(=O)(=O)N2CCCC(C(=O)O)C2)cn1 (stereo not given),12,-13,-6,0.3,0,-4,0,-17,-6
COc1cc(C(=O)OCC(=O)NC(C)CCc2ccccc2)cc(OC)c1OC (stereo not given),-8,2,4,4.8,10,-24,12,6,1
CCCCn1c(=O)c(CCC(=O)OC(C)C(=O)Nc2cccc(Cl)c2Cl)nc2ccccc21 (stereo not given),-7,5,7,-0.2,1,-17,-16,1,-1
COc1ccccc1N1CCN(S(=O)(=O)c2cc(-c3cc(C)no3)ccc2C(C)C)CC1,4,-13,-3,1.5,0,-27,12,-13,-4
Brc1ccc2oc3c(N4CCOCC4)ncnc3c2c1,-1,-1,-2,6.6,4,/,2,/,-2
CCOC(=O)Cc1csc(NC(=O)CS(=O)(=O)Cc2ccccc2)n1,7,-1,-1,-0.2,1,-3,13,-11,-1
Nc1ncnc2c1ncn2[C@@H]1O[C@H](COP(=O)(O)O)[C@@H](O)[C@H]1O,-3,-10,-20,0.0,0,-7,13,-1,-4
Cc1cccc(C)c1NC(=O)CN(C)C(=O)CCc1nc2sc3c(c2c(=O)[nH]1)CCCC3,-1,-7,1,0.8,1,-24,-4,-4,-6

# Some entries already given, showing only CHO-K1 Ca antag, CHRM4 agonist and OXTR potentiator.
compound	CHO-K1 Ca antag	CHRM4 agonist	OXTR potentiator
Brc1ccc2oc3c(N4CCOCC4)ncnc3c2c1	-1	4	/
Cc1cccc(C)c1NC(=O)CN(C)C(=O)CCc1nc2sc3c(c2c(=O)[nH]1)CCCC3	-7	1	-4
Cn1cc(S(=O)(=O)N2CCCC(C(=O)O)C2)cn1 (stereo not given)	-13	0	-17

# Further compounds
SMILES,CHRM1 PAM,CHO-K1 Ca antag,M1 antag,CHO-K1 Ca ag,CHRM4 agonist,CHO parental Ca,M4 antag,OXTR potentiator,CHRM1 agonist
C=CCNc1nc(C2(C)CC3(CC(C)OC3=O)C(=O)O2)cs1 (stereo not given),4,13,2,0.3,0,-11,-4,-6,1
COc1ccc(CC(=O)OCC(=O)N2CCN(S(=O)(=O)c3ccc(C)cc3C)CC2)cc1OC,5,-15,-6,7.8,9,/,-2,/,2
CCc1ccc(Nc2ncc3c(n2)CC(c2ccco2)CC3=O)cc1 (stereo not given),-8,-8,-7,0.1,-1,-20,-6,-17,-5
Cc1ccc(NC(=S)N(CCN(C)C)Cc2cccs2)cc1,-11,-18,10,2.7,1,-4,-3,-3,-7
Cc1ccc(C(=O)OCC(=O)NCc2cc(C)c(O)c(C)c2)cc1S(=O)(=O)N1CCCCC1,-1,-19,0,5.7,14,-11,-18,-10,0
Cc1ccc(NC(=O)C2CC(=O)N(CCc3ccccc3)C2)c(C)c1 (stereo not given),-8,-8,13,0.5,1,0,2,-4,-5
O=[N+]([O-])c1ccc2[nH]c3c(c2c1)CCCC3,-12,2,8,0.4,0,-12,1,-14,-7
O=C(NNc1nc(-c2ccccc2)cs1)c1ccco1,6,-10,-8,0.2,1,1,-6,-8,-5
COC(=O)[C@H]1C[C@H]1[C@@H](NC(=O)c1ccc[nH]1)c1ccccc1,20,-3,-7,-0.5,3,6,-6,-2,3
C/C(CCc1ccc2c(c1)OCO2)=N\NC(=O)c1ccccc1Br,2,-5,-5,0.8,1,-3,2,-9,-5
Cc1cccc(NC(=O)COc2ccccc2C)n1,-1,-16,12,0.6,1,-8,-6,1,-8
O=C(NC1CCCCC1)N1CCN(c2ccccc2Cl)CC1,6,-8,-14,2.5,2,1,-9,3,2
COCCCn1c(-c2ccc(OC)cc2)nc2c1c(=O)[nH]c(=O)n2Cc1ccccc1,5,-2,-9,1.0,2,-16,-6,-3,-4
Cc1ccc2nc(SCC(=O)Nc3cc([N+](=O)[O-])ccc3F)[nH]c2c1,7,-9,-9,2.1,1,-4,5,-6,-7
S=C(Nc1ccc(Cl)cc1)NC1CCN(Cc2ccccc2)CC1,6,-14,-4,11,15,1,2,-10,2
CCOC(=O)c1cccc(-n2cccc2/C=C2\NC(=O)N(CC(=O)O)C2=O)c1,8,-14,-12,0.2,0,-11,-1,-6,-1
CC1CN(c2nc3c(c(=O)n(Cc4ccc(Cl)c(Cl)c4)c(=O)n3C)n2C)CC(C)O1 (stereo not given),3,5,-4,1.0,4,-27,-2,-12,-2
CCCCC(=O)Nc1cnc(NC(=O)c2ccco2)cc1C,7,-16,-8,0.8,1,-10,12,-4,-5
O=C(Nc1c(C(=O)N2CCOCC2)oc2ccccc12)c1ccccc1Cl,19,-16,-17,0.1,2,-14,-18,-2,-1
CN(C(=O)COC(=O)c1cnc(Cl)c(Cl)c1)C1CCS(=O)(=O)C1 (stereo not given),3,-14,-3,1.0,0,-13,6,-1,-5
CN(CC(=O)Nc1ccc(F)cc1)C(=O)Cn1cnc2ccc([N+](=O)[O-])cc2c1=O,1,5,-3,0.5,1,-4,3,-1,-3
O=C1N=C(N2CCCC2)S/C1=C\c1ccccc1,14,-17,-13,-0.2,1,-13,-2,-16,-2
CC(C)(C)C(=O)Nc1scc(-c2ccc(-c3ccccc3)cc2)c1C(=O)O,10,-9,-11,1.1,1,11,5,-23,-1
CCCCOC(=O)C1C2C=C[C@]3(CN(CCCOC)C(=O)[C@H]13)O2 (stereo not given in full),10,-8,-10,0.5,0,-13,6,-6,0
CC1(C)C(=O)OC(c2cccn2-c2ccc([N+](=O)[O-])cc2)C2(CCCCC2)C1=O (stereo not given),4,-8,-10,0.6,1,-15,1,1,-9
Cc1cc(C)c(OCCCCN(C)Cc2ccccc2)c(C)c1,-8,2,6,1.2,2,-29,-4,-8,-7
CCCS(=O)(=O)NC(=O)C1(C)CCCN(C(=O)C(C)(C)Oc2ccc(Cl)cc2)C1 (stereo not given),7,0,-8,1.1,0,/,1,/,-1
CC(C)N(C(=O)CSc1nnc(Cc2ccc3c(c2)OCO3)n1C)C(C)C,10,-14,-8,1.0,1,-8,-1,-16,-1
CCn1c(CCNC(=O)c2cccs2)nnc1SCC(=O)Nc1cccc(Cl)c1,1,12,-3,1.4,5,-7,-6,-2,-5
COc1ccc(NC(=O)CSc2nc3ccccc3n2-c2ccccc2)c([N+](=O)[O-])c1,14,-15,-9,0.0,0,-22,-2,-14,-4
CC(C)Cn1c(N)c(C(=O)CSc2nncs2)c(=O)n(C)c1=O,-1,3,5,3.1,6,1,-2,-3,0
Cc1ccc(NC(=O)CS(=O)CC(=O)Nc2cnc3ccccc3c2)cc1Cl (stereo not given),14,-4,-9,0.4,2,-11,-1,-5,-3
CCc1c(C)[nH]c(C(=O)OCc2ccccc2)c1C,6,12,0,-0.5,-2,/,-6,/,-9
COc1ccc(-c2ccc(C#N)c(SCC(=O)NC3CC3)n2)cc1OC,-1,-1,-5,0.2,1,-12,-20,-12,-3
COc1ccc(NC(=O)C2Cc3c(-c4ccccc4Oc4ccccc4)ccnc3O2)cc1OC (stereo not given),-14,6,9,1.1,3,/,-13,/,-7
COc1cc2c(-c3ccccc3)c(C)oc2cc1/C=N/NC(N)=S,4,-7,-1,5.3,0,14,-2,-11,-3
O=S(=O)(Cc1cc(Oc2ccccc2)nc(-c2ccccc2)n1)c1ccccc1,6,-16,-8,1.6,0,-27,-9,-7,-3
COc1ccc(OC)c(CCNC(=O)c2ccc(CS(=O)Cc3cccc(Cl)c3)o2)c1 (stereo not given),-8,-12,3,3.6,9,-17,-1,-8,-3
Cc1ccc(C(=O)N/N=C/c2sc(=O)n(Cc3cccc(C(=O)O)c3)c2Cl)cc1,7,-8,-8,1.9,7,-3,5,-2,-2

# Compound activity from PubChem BioAssay.
